ARFGAP1 inhibitor = inhibitors of rat ARFGAP1 GAP activity, primary screen, biochemical, fluorescence polarization, GDP tracer; Arfgap1-stimulated ARF1 GTP hydrolysis, GDP FP detection; inhibition, % at 16.5 µM; 360,000 compounds, 0.26% hits; ADP-ribosylation factor GTPase-activating protein 1 (Rattus norvegicus), Q62848;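 active means inhibition above a per-plate limit, mean inhibition of low control wells plus 3 SD, cut at about 25% in these data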;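 further: 0% = DMSO wells with enzyme and 100% = wells lacking Arfgap1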
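System: truncated rat Arfgap1 GAP domain / Medium: HEPES-based buffer, pH 7.5 / Also added: N-terminally truncated human ARF1-GTP substrate / Incubation: enzyme reaction 120 min at 25 °C after 20 min preincubation / Measured by: FP of antibody-bound GDP Alexa 633 tracer, ex 620/em 688 nm / Replicates: singlicate, each compound tested once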
ADAM10 inh = human ADAM10 inhibitors, primary screen, biochemical, QFRET, HTS; recombinant ADAM10, EDANS/DABCYL FRET peptide cleavage, 3 h; AID 720582, 2013; inhibition, % at 7 µM; 370,000 compounds, 0.62% hits;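 active means inhibition above a per-campaign cutoff equal to the mean of compounds falling between control-based bounds plus 3 SD, cut at about 20% in these data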;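 further: 0% = DMSO wells while the 100% control is not disclosed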
PLC-beta3 inh = human PLC-beta3 inhibitors, primary screen, biochemical, fluorescence. inhibition, % at 12.2 µM. AID 720704, 2013. 1-phosphatidylinositol 4,5-bisphosphate phosphodiesterase beta-3 (Homo sapiens), Q01970. Purified PLC-beta3, fluorogenic substrate. 370,000 compounds, 0.18% hits; in the data active means inhibition above about 11%;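 further: 0% = median of compound wells on plate and 100% = full blocker control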
PLC-gamma1 inh = PLC-gamma1 enzyme inhibitors, primary screen, biochemical, fluorescence, purified enzyme; 1-phosphatidylinositol 4,5-bisphosphate phosphodiesterase gamma-1 (Homo sapiens), P19174; fluorogenic substrate; inhibition, % at 12.2 µM; 370,000 compounds, 0.84% hits; AID 720700, 2013; in the data active means inhibition above about 9.5%
DDE Tn7 FP inh = inhibitors of Tn7 peptide binding to fibrin DD(E), primary screen, biochemical, fluorescence polarization, human fibrin, Tn7 probe; Fibrinogen beta chain (Homo sapiens), P02675; FP displacement of FITC-Tn7 peptide from fibrin DD(E); 0% = median of compound wells per plate; inhibition, % at 8.3 µM; 370,000 compounds, 0.13% hits;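 active means inhibition above the mean of compounds falling within the control limits plus 3 SD of them, cut at about 14% in these data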;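 further: 0% = plate median of compound wells and 100% = 10 µM Aha-Tn7 peptide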
Target sequence (P02675 whole entry, looked up): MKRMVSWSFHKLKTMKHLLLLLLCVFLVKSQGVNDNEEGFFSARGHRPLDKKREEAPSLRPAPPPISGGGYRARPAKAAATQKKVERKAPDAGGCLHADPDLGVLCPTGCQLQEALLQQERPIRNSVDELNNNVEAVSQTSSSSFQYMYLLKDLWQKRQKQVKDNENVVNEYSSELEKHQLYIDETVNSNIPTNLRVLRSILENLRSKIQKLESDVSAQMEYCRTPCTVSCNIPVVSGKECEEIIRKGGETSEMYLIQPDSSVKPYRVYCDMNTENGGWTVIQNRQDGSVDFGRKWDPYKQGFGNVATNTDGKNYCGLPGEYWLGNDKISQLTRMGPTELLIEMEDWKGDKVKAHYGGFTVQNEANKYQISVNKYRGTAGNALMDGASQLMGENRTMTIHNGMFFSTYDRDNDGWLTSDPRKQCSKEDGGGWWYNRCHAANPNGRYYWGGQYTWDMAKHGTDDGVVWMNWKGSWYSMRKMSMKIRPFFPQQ
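Also added: labelled Tn7 tracer, 0.1 µM; Assay system: human fibrin DD(E) protein; Amount: 2 µM fibrin DD(E); Schedule: 10 min compound pre-incubation, 3 h probe incubation at room temperature; Repeats: one replicate per compound; Read-out basis: percent inhibition; Measured by: fluorescence polarization of the labelled Tn7 tracer.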
ADAM17 inh = ADAM17 inhibitors, primary screen, biochemical, QFRET. Disintegrin and metalloproteinase domain-containing protein 17 (Homo sapiens), P78536. recombinant ADAM17, EDANS/DABCYL FRET peptide cleavage. inhibition, % at 6.95 µM. 370,000 compounds, 0.83% hits;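 active means inhibition above the mean of compounds lying between control limits plus 3 SD, set per campaign, cut at about 8.5% in these data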;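 further: 0% = DMSO-only wells as the low control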
Target sequence (P78536 215-824 limits assumed): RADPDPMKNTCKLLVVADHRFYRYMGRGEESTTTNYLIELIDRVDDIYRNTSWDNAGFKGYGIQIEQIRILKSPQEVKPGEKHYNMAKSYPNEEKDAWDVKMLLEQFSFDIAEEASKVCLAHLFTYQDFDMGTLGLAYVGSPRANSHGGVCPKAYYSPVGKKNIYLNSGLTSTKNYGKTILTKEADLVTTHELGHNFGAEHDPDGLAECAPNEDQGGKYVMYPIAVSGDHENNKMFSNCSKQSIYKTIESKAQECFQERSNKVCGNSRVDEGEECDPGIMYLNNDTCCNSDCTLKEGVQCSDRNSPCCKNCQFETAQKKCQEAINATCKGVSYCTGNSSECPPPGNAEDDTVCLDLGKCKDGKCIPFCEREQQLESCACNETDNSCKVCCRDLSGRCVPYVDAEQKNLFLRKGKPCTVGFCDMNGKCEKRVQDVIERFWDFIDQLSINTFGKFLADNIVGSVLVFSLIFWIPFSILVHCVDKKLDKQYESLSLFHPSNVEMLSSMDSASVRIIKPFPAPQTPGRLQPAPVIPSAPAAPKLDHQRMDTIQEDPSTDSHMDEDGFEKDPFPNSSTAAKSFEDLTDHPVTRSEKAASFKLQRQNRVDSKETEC
ASAP1 GAP inh = inhibitors of human ASAP1 ArfGAP activity, primary screen, biochemical, fluorescence polarization. Arf-GAP with SH3 domain, ANK repeat and PH domain-containing protein 1 (Homo sapiens), …. ASAP1-stimulated ARF1 GTP hydrolysis, GDP FP detection. inhibition, % at 16.5 µM. 360,000 compounds, 0.19% hits. AID 624377, 2012; in the data active means inhibition above about 25%;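 further: 0% = vehicle with enzyme and substrate and 100% = no enzyme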
SIAE primary = human SIAE inhibitors, primary screen, biochemical, fluorescence polarization, FP-Rh probe, 1536-well HTS. Sialate O-acetylesterase (Homo sapiens), Q9HAT2. SIAE FP-Rh probe binding. inhibition, % at 9.66 µM. 370,000 compounds, 0.69% hits. AID 1053197, 2014;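 active means inhibition above a cutoff: mean of compounds within the control limits plus 3 SD of those, cut at about 17% in these data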;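 further: 0% = plate median of compound wells and 100% = probe without SIAE protein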
TDP2 inh = human TDP2 enzyme inhibitors, primary screen, biochemical, epi absorbance, recombinant enzyme | inhibition, % at 12.8 µM | T5PNP hydrolysis, p-nitrophenol absorbance 415 nm | 370,000 compounds, 0.34% hits | Tyrosyl-DNA phosphodiesterase 2 (Homo sapiens), O95551 | AID 720702, 2013;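 active means inhibition above the mean of all tested compounds plus 3 SD, set per campaign, cut at about 25% in these data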;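 further: 0% = DMSO with enzyme and 100% = buffer with substrate but no TDP2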
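Test system: human TDP2 enzyme; Input: 120 nM TDP2 per well; Buffer or medium: Mg2+-containing Tris-HCl buffer, pH 7.5; Reagent: 5 mM T5PNP; Dosing: 12.8 µM single point, 1% DMSO; Incubation: reaction 2 h, 37 °C; Detection: p-Nitrophenol epi absorbance; Read-out: % inhibition relative to enzyme-containing and enzyme-free wells; Replicates: single well per compound.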
DDE Tn6 FP inh = inhibitors of Tn6 peptide binding to fibrin DD(E), primary screen, biochemical, fluorescence polarization, human fibrin, Tn6 probe; Fibrinogen beta chain (Homo sapiens), P02675; AID 720509, 2013; inhibition, % at 8.3 µM; 370,000 compounds, 0.21% hits; Fibrin DD(E) TRITC-Tn6 fluorescence polarization displacement;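 active means inhibition above a per-campaign cutoff: mean of compounds within control limits plus 3 SD, cut at about 15% in these data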;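 further: 0% = median of all compound wells on the plate and 100% = blocking peptide control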
Starred values were filed as active, the others as inactive; i = inactive; / = not tested or not shown.

SMILES	ARFGAP1 inhibitor	ADAM10 inh	PLC-beta3 inh	PLC-gamma1 inh	DDE Tn7 FP inh	ADAM17 inh	ASAP1 GAP inh	SIAE primary	TDP2 inh	DDE Tn6 FP inh
C/C(=N\NC(=O)c1nn(C)cc1Cl)c1ccncc1	1.8	-15.1	-1.2	-4.6	7.6	-2.0	-4.4	3.4	9.9	4.6
O=S1(=O)CC=C(CSC(=S)NC2CCS(=O)(=O)C2)C1 (stereo not given)	-6.4	5.0	9.4	7.0	-7.7	0.6	4.9	-12.2	-15.6	-3.3
Cc1ccc(CNC(=O)CCCCCNc2nc(=S)[nH]c3ccccc23)cc1	-1.6	2.4	-2.0	-0.7	-3.7	-0.9	7.7	-2.5	-9.8	0.6
COC(=O)CN(c1ccc(OCc2ccccc2)cc1)S(C)(=O)=O	0.3	6.2	2.0	6.4	-1.5	-0.3	-9.5	-2.5	6.2	-0.5
O=C(N1CCc2cc(S(=O)(=O)NC[C@H]3O[C@@H](n4ccc(=O)[nH]c4=O)[C@H](O)[C@@H]3O)ccc2C1)C(F)(F)F	5.3	-7.1	0.5	1.6	1.3	-3.3	-1.8	5.2	6.2	-5.7
CC(=O)N/C(=N\c1nc(C)cc(C)n1)Nc1ccc2ccccc2c1	-6.2	-3.6	-0.3	-2.0	0.5	-3.0	-5.4	-4.7	2.6	7.3
COc1ccccc1N1CCN(C(=O)C(=O)c2cccc([N+](=O)[O-])c2)CC1	1.9	2.6	0.9	0.9	4.3	-1.7	-6.6	-1.2	9.4	10.3
COc1ccc2nc(C)cc(Nc3cccc(C(=O)O)c3)c2c1	-11.3	-3.3	-1.9	1.1	-4.8	-1.2	-5.4	0.8	7.7	3.7
Cc1onc(-c2c(F)cccc2Cl)c1C(=O)Nc1cc2cc([N+](=O)[O-])ccc2oc1=O	-7.5	17.4	-0.2	3.6	9.2	2.1	10.2	0.4	-3.3	1.6
COc1ccc(-c2cc(C(=O)N3CCc4ccccc4C3)no2)cc1	4.0	3.9	-9.5	-2.2	7.5	-4.9	9.1	-1.4	1.4	0.1
Cc1ccc(C(=O)NC(=S)NCC2CCCO2)cc1[N+](=O)[O-] (stereo not given)	-10.0	-4.5	1.4	-0.1	8.1	-2.0	-7.8	0.9	-7.0	2.0
CCN(C1CCCCC1)S(=O)(=O)c1c(C)n(C)c(=O)n(C)c1=O	5.0	-9.4	1.8	8.8	-5.6	6.7	4.6	10.6	-12.3	-1.4
O=C(COC(=O)Cc1ccsc1)NCc1ccc(Cl)cc1	8.0	-8.4	-2.4	-0.7	-2.6	-0.9	-1.2	7.5	-7.7	1.6
Cc1ccc(N2CCN(CCCCN3C(=O)C4CCCN4C3=O)CC2)cc1 (stereo not given)	-4.5	0.2	-1.5	0.4	7.3	-4.8	-15.5	-5.7	8.4	1.8
CN(C)c1ccc(C=C2C=C(c3ccccc3)OC2=O)cc1	4.0	-159.5	-72.7	-60.6	-4.4	-49.1	-0.3	10.6	3.4	8.6
Cc1ccc(S(=O)(=O)NC2CC2)s1	15.0	4.4	-13.8	-1.6	1.5	-2.0	-5.2	5.7	3.0	-2.4
CCOC(=O)c1[nH]nc(-c2c(O)cc(C)cc2O)c1-c1csc(C)n1	-2.8	-11.2	1.9	-0.1	-3.1	-3.9	3.2	2.8	-5.0	5.5
Cc1cccc(N2CCN(C(=O)CNC(=O)Cc3ccccc3)CC2)c1C	0.5	-6.5	-3.9	-0.6	5.8	-0.4	-19.4	-1.7	3.9	-1.2
N#C/C(=C/c1cccc(O)c1)C(=O)NCc1ccc(Cl)cc1	10.3	6.4	3.9	5.0	-6.7	3.7	-0.1	1.1	-15.9	-0.7
CCCCN(C(=O)c1cccc(S(=O)(=O)N2CCN(Cc3ccccc3)CC2)c1)c1ccccc1	-21.6	-5.2	-2.6	2.3	2.7	-0.9	-3.1	-1.6	-2.0	1.9
N/C(=N\OC(=O)COc1ccc([N+](=O)[O-])cc1)c1cccnc1	4.2	-1.1	-3.8	-1.9	3.0	-2.5	-5.0	-0.6	2.4	-0.8
COc1ccccc1CNC(=O)CSc1nnc2c(n1)[nH]c1ccc(F)cc12	-2.8	-7.5	2.2	0.8	-7.4	-4.8	-8.6	0.6	-4.6	4.0
CCN(CC)C(=O)OCc1c(-c2cccc(OC)c2)ncc2ccccc12	-0.5	3.7	-2.4	1.2	11.0	-2.1	-0.2	-2.7	-7.1	-3.5
CCOc1cc(C(=O)N/N=C/C2CC=CCC2)cc(OCC)c1OCC (stereo not given)	20.1	-4.9	-1.4	-1.6	-3.8	-1.3	-8.1	10.6	-3.5	-0.1
CC(Cl)C(=O)c1c[nH]c2ccccc12 (stereo not given)	0.2	-2.0	-7.4	0.3	-5.2	-4.9	6.7	-7.6	0.5	2.5
Cc1csc2ncc(C(=O)NCCc3ccccc3)c(=O)n12	-0.2	i	-97.1	-74.8	7.2	-445.7	-0.1	-4.4	-1.2	-6.6
Cc1cccc(CNC(=S)OC2CCC23CCC(c2ccccc2)CC3)c1 (stereo not given)	/	0.7	-1.6	-1.4	1.4	0.1	/	-5.3	0.5	0.8
CC(=O)NC(C)C12CC3CC(CC(CC(=O)O)(C3)C1)C2 (stereo not given)	-6.3	7.0	3.3	5.1	1.4	-1.7	-10.3	4.3	-2.5	-1.9
O=C(O)CCC(=O)Nc1sc2c(c1C(=O)Nc1cccc3ccccc13)CCCCC2	-10.3	-5.2	-19.5	-18.4	3.1	-0.1	4.3	11.8	2.5	6.0
C[C@@H](CN1C2=NC[C@@H](Cc3ccccc3)N2C[C@H]1Cc1ccc(O)cc1)NC(=O)CCC1CCCCC1	7.0	-11.4	2.5	3.8	1.0	-4.6	-1.1	-1.7	4.3	1.8
S=c1[nH]nc(-c2cc(-c3ccccc3)n[nH]2)n1N=Cc1c[nH]c2ccccc12	/	7.3	-1.6	-0.5	10.0	3.6	/	3.9	4.6	-3.6
O=C(COC(=O)C12CC3CC(CC(Br)(C3)C1)C2)Nc1cccc(S(=O)(=O)N2CCOCC2)c1	-5.4	9.6	5.6	1.0	5.8	4.4	-2.0	-34.6	-3.5	0.2
CCOc1ccc(NC(=O)COC(=O)Cn2nc(C)c([N+](=O)[O-])c2C)cc1OCC	-1.5	-11.1	-5.9	0.7	1.6	-5.4	1.8	0.5	5.0	-4.1
OC[C@@H]1CN(Cc2ccc3c(c2)OCO3)C[C@H](n2cnc3c(NC4CCC4)ncnc32)O1	-11.7	-7.3	0.6	0.0	-6.5	-2.2	2.5	-0.5	-2.3	5.6
Fc1ccc(NC(=S)NC2CC3CCC(C2)N3Cc2ccco2)cc1 (stereo not given)	13.0	-1.8	0.0	1.1	-2.0	-2.8	7.5	4.9	-1.6	-3.7
COc1ccc(C(=O)Nc2ccc(N3CCN(C(=O)c4ccccc4)CC3)cc2)cc1[N+](=O)[O-]	0.3	6.8	3.6	2.7	6.9	-0.8	7.2	-5.0	-13.7	0.7
CCOc1ccccc1CNC(=O)c1ccc2c(c1)N(CC)CCS2	3.6	i	i	i	-0.6	-401.4	-3.3	15.5	2.9	-1.1
CC(=O)N1CCN(S(=O)(=O)c2cccc(C(=O)OCC(=O)NCc3ccccc3Cl)c2)CC1	7.4	-6.7	5.0	4.4	-9.0	0.9	3.6	3.6	-1.7	2.8
CCOc1ccccc1OCC(=O)Nc1nc2ccccc2[nH]1	8.4	2.4	1.1	-0.6	-5.6	2.9	-1.9	-3.5	1.6	4.3
CC(C)OC(=O)CSc1nnc(-c2ccncc2)n1N	2.5	-4.5	2.1	-1.0	7.4	-5.2	10.7	-1.6	-5.7	3.5
COc1ccc(Cl)cc1NC(=O)CN(C)C(=O)/C=C/c1ccco1	4.8	-22.7	-13.8	-7.2	6.4	-4.4	4.7	-3.3	5.5	-6.8
COc1ccccc1-n1cn[nH]c1=S	2.1	-1.3	-6.5	1.6	0.2	-1.2	-4.2	8.4	-1.1	-0.3
Cc1cc(/C(N)=N/OC(=O)c2ccc(Cl)cc2)no1	-4.0	2.2	-1.5	-1.0	4.2	-3.8	3.6	5.1	4.0	0.8
O=C(O)CCC(=O)Nc1ccc(-c2nnc(-c3ccco3)o2)cc1	-4.5	i	-49.3	-41.3	-5.3	-130.2	7.7	-0.2	6.7	2.0
CCOCc1nnc(NC(=O)C2c3ccccc3Oc3ccccc32)s1	-2.4	-6.3	3.8	1.1	-10.3	0.5	-4.6	-0.9	-4.2	-4.8
COc1cccc(-n2c(C)nnc2SCC(=O)Nc2ccccc2N2CCOCC2)c1	-0.6	-1.1	0.5	4.1	-2.6	-2.2	7.7	-2.8	-8.7	-3.1
CC(C)CC(NC(N)=O)C(=O)NCCc1ccc(Cl)cc1 (stereo not given)	-1.2	0.1	-3.9	2.3	-3.6	-1.9	3.4	2.9	1.9	-3.7

Three entries from above, arranged by SMILES length, smallest number first.
SMILES	ARFGAP1 inhibitor	ADAM10 inh	PLC-beta3 inh	PLC-gamma1 inh	DDE Tn7 FP inh	ADAM17 inh	ASAP1 GAP inh	SIAE primary	TDP2 inh	DDE Tn6 FP inh
CCOc1ccccc1CNC(=O)c1ccc2c(c1)N(CC)CCS2	3.6	i	i	i	-0.6	-401.4	-3.3	15.5	2.9	-1.1
Fc1ccc(NC(=S)NC2CC3CCC(C2)N3Cc2ccco2)cc1 (stereo not given)	13.0	-1.8	0.0	1.1	-2.0	-2.8	7.5	4.9	-1.6	-3.7
CC(=O)N1CCN(S(=O)(=O)c2cccc(C(=O)OCC(=O)NCc3ccccc3Cl)c2)CC1	7.4	-6.7	5.0	4.4	-9.0	0.9	3.6	3.6	-1.7	2.8

Assay outcomes: PubChem, The Scripps Research Institute Molecular Screening Center
